# Screening results from PubChem BioAssay.
# TRPC4 act – opens the mouse TRPC4 cation channel | Q9QUQ5 | HEK293 TRPC4beta/mu-opioid, Fluo4 calcium fluorescence; active compounds read high | B-score at 10 µM | 0.49% of 310,000 active;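 active = B-score above 5 SD of library B-scores, and initial fluorescence ratio not above library mean plus 5 SD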;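 also: positive B-score marks a calcium rise read as TRPC4 activation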
#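 Assay system: HEK293 stable line with TRPC4beta plus mu-opioid receptor. Times: dye 45 min RT, read 110 s. Measured by: kinetic Fluo4 calcium fluorescence. Measure: B score of integrated ratio. Controls: assay buffer as low control, maximal DAMGO as high control.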
# TMEM16A inh – inhibitors of mouse TMEM16A calcium-activated chloride channel; normalized B-score (activity score, 25-100; higher = stronger inhibition) at 10 µM; Q8BHY3; 1.2% of 310,000 active; AID 588511; HEK293 TMEM16A/YFP iodide influx fluorescence, ionomycin;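 active = ratio plate-corrected score three or more library SD toward inhibition, starting fluorescence score within five deviations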;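 also: score derived from kinetic fluorescence span divided by baseline fluorescence per well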
# HDAC3 inh – blocks human histone deacetylase 3. O15379. recombinant HDAC3, fluorogenic peptide/trypsin coupled, fluorescence. inhibition, % at 8.3 µM. 0.15% of 320,000 active. AID 2718; in the data active = inhibition above about 26%, passing the limit was not always enough
# KCNK9 block – inhibitors of human KCNK9 two-pore domain potassium channel. Q9NPC2. HEK293 KCNK9, FluxOR thallium flux fluorescence; active compounds read low. B-score at 10 µM. 1.2% of 310,000 active. AID 488922;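 active = ratio B-score over 3 SD below the library mean, with starting fluorescence within 5 SD of its mean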;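 also: negative B-score means less thallium flux so channel inhibition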
# Target sequence (Q9NPC2 whole entry, looked up, the tested form may be a part): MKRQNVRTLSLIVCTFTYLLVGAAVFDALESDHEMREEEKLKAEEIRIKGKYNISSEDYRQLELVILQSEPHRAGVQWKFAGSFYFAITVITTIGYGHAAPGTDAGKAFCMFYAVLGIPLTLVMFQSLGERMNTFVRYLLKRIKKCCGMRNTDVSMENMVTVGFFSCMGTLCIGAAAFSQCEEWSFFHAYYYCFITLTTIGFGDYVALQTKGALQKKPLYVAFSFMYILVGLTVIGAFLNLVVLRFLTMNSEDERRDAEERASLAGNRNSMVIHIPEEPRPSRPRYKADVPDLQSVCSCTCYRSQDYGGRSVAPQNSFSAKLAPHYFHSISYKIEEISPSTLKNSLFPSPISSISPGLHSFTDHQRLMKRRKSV
# KCNQ1 block – human KCNQ1 channel inhibition. B-score at 10 µM. P51787. AID 2642. 1.3% of 310,000 active. CHO-K1 KCNQ1, FluxOR thallium flux fluorescence; active compounds read high;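 active = compounds whose thallium flux B-score, printed positive for inhibition, exceeds three library SD while starting fluorescence stays within three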;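 also: channel opened by potassium depolarization with thallium stimulus after 20 min compound exposure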
# Target sequence (P51787 whole entry, looked up): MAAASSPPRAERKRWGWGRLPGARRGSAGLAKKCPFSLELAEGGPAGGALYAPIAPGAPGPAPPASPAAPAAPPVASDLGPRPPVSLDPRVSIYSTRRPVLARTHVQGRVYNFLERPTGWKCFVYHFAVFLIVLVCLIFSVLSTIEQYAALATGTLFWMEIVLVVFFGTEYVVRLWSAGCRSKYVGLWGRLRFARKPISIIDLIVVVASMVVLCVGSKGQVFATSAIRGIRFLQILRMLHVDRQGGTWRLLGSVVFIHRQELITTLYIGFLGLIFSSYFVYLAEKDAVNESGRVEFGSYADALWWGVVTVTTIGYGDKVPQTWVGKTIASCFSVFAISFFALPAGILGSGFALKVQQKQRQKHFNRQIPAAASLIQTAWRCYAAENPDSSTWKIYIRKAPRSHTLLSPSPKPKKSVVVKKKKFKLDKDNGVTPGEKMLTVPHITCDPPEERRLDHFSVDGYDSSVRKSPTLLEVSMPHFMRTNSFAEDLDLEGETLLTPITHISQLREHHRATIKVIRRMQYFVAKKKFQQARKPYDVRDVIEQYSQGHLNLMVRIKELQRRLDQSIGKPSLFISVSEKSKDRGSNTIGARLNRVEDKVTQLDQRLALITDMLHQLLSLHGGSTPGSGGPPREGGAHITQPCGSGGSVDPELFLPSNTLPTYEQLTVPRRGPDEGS
# KCNK3 block – human KCNK3 channel inhibition, primary screen | O14649 | CHO-KCNK3 thallium flux, FluxOR fluorescence; active compounds read low | B-score at 10 µM | 0.84% of 340,000 active | AID 602410;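 active = B-score under library mean minus 4 SD, starting fluorescence ratio at most library mean plus 5 SD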;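 also: more negative B-score means stronger inhibition of thallium flux through KCNK3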
# KCNQ1 pot – potentiates or activates the human KCNQ1 potassium channel; B-score at 10 µM; 0.35% of 310,000 active; CHO-K1 KCNQ1, thallium flux FluxOR fluorescence; active compounds read high;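 active = fluorescence ratio B-score, a plate-corrected score, at least three library SD, with initial intensity B-score within 5 SD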
#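 Material: CHO-K1 cells stably expressing KCNQ1. Medium: assay buffer for compound exposure, DMSO matched across wells. Reagent: K+/Tl+ depolarizing stimulus. Compound dosing: single-concentration screen. Times: 37 °C overnight plating, 90-min dark dye load, 20-min compound pretreatment. Technique: FluxOR Tl+ flux fluorescence.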
# hERG rescue – compounds protecting human hERG from proarrhythmic drug block; Q12809; CHO-hERG, FluxOR thallium flux, dofetilide IC70 present; activation (rescue from dofetilide block), less the hit threshold, % at 10 µM; 0.51% of 310,000 active; AID 1511;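 active = activation above the mean of controls blocked by dofetilide plus 5 SD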;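 also: thallium influx through hERG after potassium depolarization seen as dye fluorescence rise; in these data hits start at about 4.7%; inactives centre near -7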
# DYRK1A inh – blocks rat Dyrk1A kinase activity | Q63470 | ADP-Glo luminescence, NFATc1 peptide | inhibition, % at 12.5 µM | 0.43% of 310,000 active | AID 504441; in the data active = inhibition above about 50%;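 also: plate controls were vehicle with enzyme for no effect and no enzyme for full effect; many of its hits are not listed in these tables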
# ANO1 activ – activators or potentiators of mouse TMEM16A chloride channel. AID 623877. 0.3% of 340,000 active. HEK293 TMEM16A/YFP-H148Q/I152L, iodide quench fluorescence; active compounds read low. B-score at 10 µM. Q8BHY3;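 active = fluorescence-ratio B-score plate-corrected deviation score at least 3 library SD below zero, with starting fluorescence score within 5 deviations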;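 also: channel opened by trigger with iodide after compound preincubation; score built on the fluorescence ratio of max minus min over baseline; more negative score means more quench and so TMEM16A activation or potentiation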
# TRPC4 potent – allosterically enhances the mouse TRPC4 cation channel | Q9QUQ5 | HEK293 TRPC4beta/mu-opioid, DAMGO EC20, Fluo-4 Ca2+ flux; active compounds read high | B-score at 10 µM | 0.42% of 310,000 active | AID 2227;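 active = B-score of calcium response area above 5 SD of library B-scores, with initial fluorescence ratio within 5 SD of library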;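 also: B-score of integrated fluorescence ratio over time as area under calcium response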
# An asterisk follows results filed as active; i = inactive; nt = no result given.
SMILES,TRPC4 act,TMEM16A inh,HDAC3 inh,KCNK9 block,KCNQ1 block,KCNK3 block,KCNQ1 pot,hERG rescue,DYRK1A inh,ANO1 activ,TRPC4 potent
Cc1cc(C)c(OCCN2CC(C)OC(C)C2)c(Br)c1 (configuration not stated),i,i,-9,i,i,i,i,-2,-2,i,i
CCN(CC)C(=O)CSc1nnc(-c2cnccn2)n1-c1ccc(C)cc1,i,i,2,i,i,i,i,-13,2,i,i
Cc1cnn(-c2cc(N/N=C/c3ccccc3)ncn2)c1,i,i,-4,i,i,i,i,-12,-1,i,i
C=CCN1CN(S(=O)(=O)c2cccs2)c2nc3ccccc3nc21,i,i,-12,i,i,i,i,-11,12,i,i
COc1cccc(-c2nnc(SCc3nc4ccccc4s3)n2C)c1,i,i,1,i,i,i,i,-6,-1,i,i
OC(COc1ccccc1)CN1CCN(C(c2ccccc2)c2ccccc2)CC1 (configuration not stated),i,i,-2,i,i,i,i,-5,0,i,i
COC(=O)c1ccccc1NC(=O)CSc1nc(Nc2ccccc2)nc(N2CCOCC2)n1,i,i,3,i,i,i,i,-3,-10,i,i
O=C(NCc1csc(-c2cccs2)n1)c1ccsc1,i,i,-1,i,i,i,i,-1,nt,i,i
O=C(O)CCc1ccc(-c2cccs2)n1-c1ccc(C(=O)O)cc1,i,i,-8,i,i,i,i,-3,-5,i,i
CN(CC(=O)Nc1cccc2ccccc12)c1ccc(S(=O)(=O)N2CCOCC2)cn1,i,i,0,i,i,i,i,0,1,i,i
COc1ccc(N=Cc2ccc(-c3ccccc3)o2)cc1,i,i,3,i,i,i,i,-8,-2,i,i
Nc1nc(=S)c2ncn(C3CCCC3)c2[nH]1,i,i,-3,i,i,i,i,-7,-5,i,i
CCOC(=O)c1c(NC(=O)C2CC=CCC2C(=O)O)sc(C)c1CC (configuration not stated),i,i,-2,i,i,i,i,-6,4,i,i
O=C(Nc1ccc(C(=O)N2CCCCC2)cc1)c1ccccc1Cl,i,i,0,i,i,i,i,-12,2,i,i
O=C(NCc1ccc2c(c1)OCO2)c1c(F)c(F)c(F)c(F)c1F,i,i,-5,i,i,i,i,-6,0,i,i
COc1ccc(/C=C2\SC(=O)N(CCNC(=O)C3CC4C=CC3C4)C2=O)cc1 (configuration not stated),i,i,3,i,i,i,i,-11,nt,i,i
O=C(CSc1nncn1-c1ccccc1)N1CCCC1,i,i,-6,i,i,i,i,-1,-1,i,i
Cc1c(C(=O)C(C)C)n(C)c2ccccc12,i,i,-2,i,i,i,i,-5,4,i,i
CCN1CCN(c2nc3c(C)cccn3c(=O)c2/C=C(\C#N)C(=O)NC)CC1,i,i,-4,i,i,i,i,-2,nt,i,i
N/C(Cc1ccc(Cl)cc1)=N\OC(=O)c1ccc2ccccc2c1,i,i,3,i,i,i,i,-2,-3,i,i
COc1ccc(Cc2[nH]n3c(=O)c(Cl)c(C)nc3c2-c2ccccc2)cc1,i,i,2,i,i,i,i,-2,-4,i,i
CCCNC(=O)c1ccc(N2CCC3(CC2)CC(c2ccccc2)=NO3)c(NC(=O)c2cccc(C)c2)c1,i,i,-4,i,i,i,i,-12,-8,i,i
O=C(NCCc1ccccc1)c1ccc(Br)o1,i,i,7,i,i,i,i,-10,9,i,i
O=C(O)/C=C/c1cccc(OCc2ccccc2)c1,i,i,2,i,i,i,i,-3,6,i,i
COCCN(C(=O)COC(=O)CCSc1ccc(F)cc1)c1c(N)n(Cc2ccccc2)c(=O)[nH]c1=O,i,i,-1,i,i,i,i,-9,0,i,i

# 14 entries from above in a different format.
# Every second line gives: TRPC4 act, TMEM16A inh, HDAC3 inh, KCNK9 block, KCNQ1 block, KCNK3 block, KCNQ1 pot, hERG rescue, DYRK1A inh, ANO1 activ, TRPC4 potent
Nc1nc(=S)c2ncn(C3CCCC3)c2[nH]1
  i, i, -3, i, i, i, i, -7, -5, i, i
CCOC(=O)c1c(NC(=O)C2CC=CCC2C(=O)O)sc(C)c1CC (configuration not stated)
  i, i, -2, i, i, i, i, -6, 4, i, i
O=C(Nc1ccc(C(=O)N2CCCCC2)cc1)c1ccccc1Cl
  i, i, 0, i, i, i, i, -12, 2, i, i
O=C(NCc1ccc2c(c1)OCO2)c1c(F)c(F)c(F)c(F)c1F
  i, i, -5, i, i, i, i, -6, 0, i, i
COc1ccc(/C=C2\SC(=O)N(CCNC(=O)C3CC4C=CC3C4)C2=O)cc1 (configuration not stated)
  i, i, 3, i, i, i, i, -11, nt, i, i
O=C(CSc1nncn1-c1ccccc1)N1CCCC1
  i, i, -6, i, i, i, i, -1, -1, i, i
Cc1c(C(=O)C(C)C)n(C)c2ccccc12
  i, i, -2, i, i, i, i, -5, 4, i, i
CCN1CCN(c2nc3c(C)cccn3c(=O)c2/C=C(\C#N)C(=O)NC)CC1
  i, i, -4, i, i, i, i, -2, nt, i, i
N/C(Cc1ccc(Cl)cc1)=N\OC(=O)c1ccc2ccccc2c1
  i, i, 3, i, i, i, i, -2, -3, i, i
COc1ccc(Cc2[nH]n3c(=O)c(Cl)c(C)nc3c2-c2ccccc2)cc1
  i, i, 2, i, i, i, i, -2, -4, i, i
CCCNC(=O)c1ccc(N2CCC3(CC2)CC(c2ccccc2)=NO3)c(NC(=O)c2cccc(C)c2)c1
  i, i, -4, i, i, i, i, -12, -8, i, i
O=C(NCCc1ccccc1)c1ccc(Br)o1
  i, i, 7, i, i, i, i, -10, 9, i, i
O=C(O)/C=C/c1cccc(OCc2ccccc2)c1
  i, i, 2, i, i, i, i, -3, 6, i, i
COCCN(C(=O)COC(=O)CCSc1ccc(F)cc1)c1c(N)n(Cc2ccccc2)c(=O)[nH]c1=O
  i, i, -1, i, i, i, i, -9, 0, i, i

# Continued:
SMILES,TRPC4 act,TMEM16A inh,HDAC3 inh,KCNK9 block,KCNQ1 block,KCNK3 block,KCNQ1 pot,hERG rescue,DYRK1A inh,ANO1 activ,TRPC4 potent
Cc1ccccc1N1CCN(C2CCCN(C(=O)c3ccnn3C)C2)CC1 (configuration not stated),i,i,3,i,i,i,i,-10,-6,i,i
O=C(/C=C/c1ccc(Cl)c([N+](=O)[O-])c1)c1ccc(O)cc1,i,i,nt,i,i,i,i,-18,0,i,i
Cc1cc(C(=O)OCC(=O)N2CC(C)CC(C)C2)c(C)o1 (configuration not stated),i,i,-10,i,i,i,i,1,-2,i,i
COc1cccc(NC(=O)c2ccncc2)c1,i,i,-3,i,i,i,i,-3,11,i,i
COc1cc(-c2cn(S(=O)(=O)c3cccc4nsnc34)nc2N)cc(OC)c1OC,i,i,3,i,i,i,i,-8,83*,i,i
O=C(CSc1cccc[n+]1[O-])Nc1cccc(S(=O)(=O)NC2=NCCCCC2)c1,i,i,-3,i,i,i,i,-20,2,i,i
CC(=O)N1c2ccc(S(=O)(=O)N3CCCC(C(=O)Nc4ccc(C)cc4C)C3)cc2CC1C (configuration not stated),i,i,4,i,i,i,i,-5,-2,i,i
Cc1c(N2C(=O)/C(=C/c3ccccc3)SC2=S)c(=O)n(-c2ccccc2)n1C,i,i,6,i,i,i,i,-8,-38,i,i
COc1ccccc1CN1C(=O)c2ccncc2C1=O,i,i,nt,i,i,i,i,-11,-3,i,i
Cc1cccc(NC(=O)CN2C(=O)CNC2=O)c1,i,i,-4,i,i,i,i,-9,-3,i,i
CCOC(=O)Cc1csc(NC(=O)CN(C)S(=O)(=O)c2ccc3c(c2)CCC(=O)N3)n1,nt,i,4,nt,nt,i,nt,nt,19,i,nt
COc1cccc(OCc2cc(C(=O)N(C)Cc3nc4ccccc4[nH]3)no2)c1,i,i,7,i,i,i,i,-8,9,i,i
CC(C)(C)NC(=O)CSc1nc(N)c(-c2ccccc2)c(=O)[nH]1,i,i,-2,i,i,i,i,-1,6,i,i
O=C(Nc1ccc(F)cc1)c1cc(S(=O)(=O)N2CCCCC2)cs1,i,i,0,i,i,i,i,-11,4,i,i
CC(C)CC(=O)Nc1ccc(-c2cn3cccnc3n2)cc1,i,i,-204,i,i,i,i,-3,0,i,i
O=C(CN1C(=O)c2ccccc2C1=O)NCc1ccccn1,i,i,1,i,i,i,i,-5,-4,i,i
Cc1cccc(N2CCN(C(=O)c3ccnn3C)CC2)c1C,i,i,1,i,i,i,i,-11,-9,i,i
O=C(O)CC(NC(=O)C(F)(F)F)c1ccc2c(c1)OCO2 (configuration not stated),i,i,3,i,i,i,i,-9,26,i,i
COc1ccc(NC2CCCN(C(=O)c3cccc(N(C)C)c3)C2)cc1 (configuration not stated),i,nt,nt,i,i,i,i,-14,1,i,i
Cc1ccc(N=Cc2cc(C)n(C3CCCC3)c2C)cc1,i,i,0,i,i,i,i,-12,3,i,i
CC(C(=O)Nc1ncc([N+](=O)[O-])s1)N1C(=O)c2ccccc2S1(=O)=O (configuration not stated),i,i,-4,i,i,i,i,-19,-2,i,i
NS(=O)(=O)c1ccc(N/N=C/c2ccccc2Br)cc1,i,i,-2,i,i,i,i,-21,11,i,i
CC(=O)c1ccc(NC(=O)C(Cc2ccccc2)n2cccc2)cc1 (configuration not stated),i,i,4,i,i,i,i,-9,-14,i,i
CCc1ccc(NC(=O)COc2cccc(-n3cnnn3)c2)cc1,i,i,-4,i,i,i,i,-4,-5,i,i
CCC(C)[C@H](NC(=O)[C@H](Cc1ccccc1)n1c(=O)[nH]c2ccccc2c1=O)C(=O)NCC1CCC(C(=O)O)CC1 (some centres not stated),i,i,-1,i,i,i,i,-5,-2,i,i
Cc1ccc(S(=O)(=O)NCc2n[nH]c(=S)n2C)cc1,i,i,6,i,i,i,i,-14,-3,i,i
COc1cccc2cc(C(=O)N(C)C3CCN(C)CC3)c(=O)oc12,i,i,-4,i,i,i,i,0,11,i,i

# These rows are one share of the data (hit frequency here may not be typical).
